Bioassay records deposited in PubChem BioAssay by several laboratories.
RTF Ca sens inh = cardiac RTF calcium desensitization; P19429+P45379; 0.12% of 340,000 active; inhibition, % at 7.15 µM; IANBD-labeled cardiac RTF, Ca2+ fluorescence;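 active = inhibition above the mean inhibition of all tested compounds plus 3 SD, cut at about 17% in these data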;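 also: assay run at fixed EC70 calcium of 1.6 mM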
Wnt bcat act = Wnt/beta-catenin pathway activation | Wnt/beta-catenin reporter cell assay, activator, plate reader | activation, % at 9.35 µM | 1.2% of 300,000 active; in the data active = activation above about 30%, passing the limit was not always enough;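 also: 0% = neutral control wells and 100% = positive control wells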
C-LANA FP = blocks KSHV LANA C-terminal domain binding to DNA. 0.078% of 340,000 active. inhibition, % at 9 µM. MBP-C-LANA/FAM-LBS DNA binding, fluorescence polarization;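 active = highest replicate inhibition at or above 60% at 9 µM, even if other replicates fall short; inactive = all replicates below 60% inhibition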;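 also: 0% = neutral control wells and 100% = 4 µM acridine orange control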
OPRM1-OPRD1 inv = mu-delta opioid heterodimer inverse agonism; P35372+P41143; cell-based MOR-DOR heterodimer luminescence; inhibition, % at 9.3 µM; 0.21% of 340,000 active; AID 504357; in the data active = inhibition above about 22%, passing the limit was not always enough;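 also: 0% = cells with DMSO and 100% = wells without cells with DMSO; values of inactives mirror those of a sister screen read the other way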
MOR-DOR ag = OPRM1-OPRD1 heterodimerization agonism. 0.3% of 340,000 active. cells, luminescence. P35372+P41143. AID 504326. activation, % at 9.3 µM; in the data active = activation above about 18%;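 also: 0% = vehicle-treated cells and 100% = reference agonist; values of inactives mirror those of a sister screen read the other way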
V-ATPase pHluor = yeast V-ATPase proton transport regulation by pHLuorin. response, % at 10 µM. AID 504577. S. cerevisiae, pHLuorin cytosolic pH fluorescence. 0.37% of 350,000 active; in the data active = response mostly above about 7.3%, no sharp cut-off; inactive = mostly below about 5.4%; also: actives read high; inactives centre near 0; some compounds called inactive have numbers as strong as hits; reference of the scale not given here
Keap1 Nrf2 FP = inhibitors of human Keap1-Nrf2 protein-protein interaction | inhibition, % at 9.4 µM | Keap1 Kelch-Nrf2 peptide fluorescence polarization, 1536-well | 0.15% of 340,000 active; in the data active = inhibition above about 12%;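 also: human Keap1 Kelch domain with fluorescein labeled Nrf2 9mer peptide probe; 0% = neutral control wells and 100% = peptide positive control; higher means more block of Keap1 binding to Nrf2 peptide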
DSG3 Ab inh = blocks pemphigus antibody binding to human desmoglein-3 | DSG3-coupled beads, scFv-anti-DSG3-GFP binding, flow cytometry; hits give low values | binding (percent of control), % at 10 µM | 0.48% of 310,000 active;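 active = binding more than 3 SD below its plate's average and above zero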;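 also: hits lower antibody fragment binding to DSG3; some compounds called inactive have numbers as strong as hits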
Target sequence (P32926 whole entry, looked up, the tested form may be a part): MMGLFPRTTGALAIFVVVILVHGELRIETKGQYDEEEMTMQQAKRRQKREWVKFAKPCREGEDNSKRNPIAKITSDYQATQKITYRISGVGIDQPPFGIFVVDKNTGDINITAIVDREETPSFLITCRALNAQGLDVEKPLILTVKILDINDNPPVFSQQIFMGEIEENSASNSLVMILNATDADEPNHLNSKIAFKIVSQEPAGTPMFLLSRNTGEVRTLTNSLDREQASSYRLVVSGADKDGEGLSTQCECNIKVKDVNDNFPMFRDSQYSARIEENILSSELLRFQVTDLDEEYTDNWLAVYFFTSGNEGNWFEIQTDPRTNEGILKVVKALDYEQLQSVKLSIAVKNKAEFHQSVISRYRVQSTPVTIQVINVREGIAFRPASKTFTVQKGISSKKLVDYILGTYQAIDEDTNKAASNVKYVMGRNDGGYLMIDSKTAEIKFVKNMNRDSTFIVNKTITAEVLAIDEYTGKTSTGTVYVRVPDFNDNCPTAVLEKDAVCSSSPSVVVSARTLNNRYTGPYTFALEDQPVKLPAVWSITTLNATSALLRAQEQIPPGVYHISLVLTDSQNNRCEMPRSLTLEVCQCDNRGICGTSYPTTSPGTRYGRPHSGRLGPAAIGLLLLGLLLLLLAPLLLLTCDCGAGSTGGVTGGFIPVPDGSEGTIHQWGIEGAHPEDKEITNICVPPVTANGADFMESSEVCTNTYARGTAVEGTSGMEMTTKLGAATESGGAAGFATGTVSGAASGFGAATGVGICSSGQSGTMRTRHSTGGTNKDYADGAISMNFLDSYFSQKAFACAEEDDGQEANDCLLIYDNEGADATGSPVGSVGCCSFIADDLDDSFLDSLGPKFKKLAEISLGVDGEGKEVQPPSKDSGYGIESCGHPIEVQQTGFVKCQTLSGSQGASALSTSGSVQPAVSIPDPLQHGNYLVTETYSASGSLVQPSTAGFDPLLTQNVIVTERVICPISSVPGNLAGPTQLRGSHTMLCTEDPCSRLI
RTF Ca sens act = increases calcium sensitivity of human cardiac regulated thin filaments | IANBD-labeled TnC RTF fluorescence at EC20 calcium; 0% EC20 calcium, 100% full calcium | activation, % at 7.2 µM | P19429+P45379 | 0.24% of 340,000 active;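 active = activation above the mean over all tested compounds plus 3 SD, cut at about 30% in these data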;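 also: rise in fluorescence read as greater calcium sensitivity of cardiac thin filaments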
Arr AP2 block = blocks beta-arrestin peptide binding to AP2 adaptin; AID 504490; FITC-arrestin peptide / GST-AP2 beads, flow cytometry; AP2 beta2 appendage carries R879A mutation; inhibition, % at 10 µM; 0.31% of 340,000 active;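 active = inhibition above a set limit, near 3 SD of compounds lacking own fluorescence, cut at about 54% in these data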;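 also: plate controls were DMSO wells for no effect and 5 µM unlabelled arrestin peptide for full effect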
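system = GST-tagged AP2 beta2-adaptin appendage (R879A) on 4 µm glutathione beads | reagent = FITC-labelled arrestin peptide probe, 50 nM final | schedule = compound with beads 12 min RT, then probe 1 h RT | signal = HyperCyt-sampled flow cytometry, FL1 channel, ex 488/em 535 nm | read-out = percent response from loss of bead-bound FITC fluorescence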
Starred values were filed as active, the others as inactive; . = no result given.

SMILES	RTF Ca sens inh	Wnt bcat act	C-LANA FP	OPRM1-OPRD1 inv	MOR-DOR ag	V-ATPase pHluor	Keap1 Nrf2 FP	DSG3 Ab inh	RTF Ca sens act	Arr AP2 block
Cc1cccc(N2CCN(C(=O)c3ccc(CS(=O)Cc4ccc(Cl)cc4)o3)CC2)c1C (centres undefined)	-9	-3	-0.2	-4	0.7	-2	2	98	-2	-11
N#CC1(c2ccccc2)CCC(NCCc2ccccc2)CC1 (centres undefined)	-8	-2	-5.2	-5	1.1	3	0	100	-8	-19
COc1cc(C2CC(=O)N3CN(Cc4ccccc4)CSC3=C2C#N)ccc1OCc1ccccc1 (centres undefined)	-5	2	0.9	-4	0.7	-2	-3	98	1	17
Cc1ccc(C)c(NC(=O)CCCCCCCCCCC2COCCO2)c1 (centres undefined)	4	5	2.8	0	-0.1	1	-1	109	3	7
CN(C)C(=O)c1ccc(NC(=O)COC(=O)Cn2cc(C(F)(F)F)ccc2=O)cc1	-4	-1	1.1	8	-2.1	2	1	107	-6	22
O=C(CSc1ccc2ccccc2c1)N1CCN(c2ccc(O)cc2)CC1	5	-1	-0.4	13	-2.5	0	-3	99	-1	-10
Oc1c(Br)cc(Cl)cc1C=Nc1ccc(N2CCOCC2)cc1	.	-3	0.4	.	.	-3	-5	93	.	33
O=C(CCCc1ccccc1)Nc1ccccc1[N+](=O)[O-]	1	2	0.0	-3	0.6	3	2	114	3	5
O=C1N/C(=N/N=C/c2ccco2)SC1Cc1ccccc1 (centres undefined)	-6	-2	0.1	11	-2.3	0	-2	103	4	-9
CCN(CC)S(=O)(=O)c1ccc(NC(=O)c2cnccn2)cc1	4	-1	-0.1	14	-2.9	-2	1	104	-7	3
Cn1c(=O)[nH]c(=O)c2c1nc(Br)n2Cc1ccccc1F	13	.	0.4	12	-2.1	-5	-2	104	1	24
Cc1ccc(CN(CC(=O)N/N=C/c2ccco2)S(=O)(=O)c2ccc(C)cc2)cc1	-3	.	-1.0	-2	0.5	-4	1	103	-4	22
CN1C2CCC1CC(NC(=O)CSc1ccc(Cl)cc1)C2 (centres undefined)	1	0	-0.3	12	-2.2	-3	6	117	0	4
CCN(CC)S(=O)(=O)c1ccc(N2CCOCC2)c(NC(=O)c2ccco2)c1	-6	-2	0.2	12	-2.4	-1	2	89	-7	26
CC(C)CC1NC(=O)N(CC(=O)Nc2ccccc2-c2ccccc2)C1=O (centres undefined)	-2	-2	-1.1	3	-0.6	-2	-5	115	3	-6
NC1=NC(=Nc2ccc(Br)cc2)c2ccccc21	-5	26	-0.3	-6	1.0	1	-7	86	1	1
COc1cccc(CN2CCNC(=O)C2CC(=O)NCCCn2ccnc2)c1 (centres undefined)	-1	0	-1.4	12	-2.2	1	-2	88	0	-4
COc1ccc(NC(=O)Cn2ncn3nc(-c4ccc(OC)cc4)cc3c2=O)cc1	-3	2	0.2	17	-3.4	-2	-3	93	3	4
CCn1cc(S(=O)(=O)N2CCN(c3ccc(Cl)cc3)CC2)cn1	-7	-1	0.3	-6	1.1	8	0	114	-4	14
COC(=O)CSc1nc(N2CCOCC2)c2c(c1C#N)CC(C)(C)N(C)C2	2	.	1.7	-4	0.7	-1	-1	100	4	9
CCOc1ccc(N2C(=O)/C(=C/c3ccccc3OCC(=O)OC)N(CC(=O)OC)C2=S)cc1	-8	-2	2.7	0	0.0	3	-4	107	3	-6
CCOc1cc(/C=C/c2cc(C(=O)O)c3ccccc3n2)ccc1OC	6	8	-0.9	12	-2.0	5	-3	103	6	-5
Cc1onc(-c2ccccc2)c1C(=O)Nc1ccc(N2CCOCC2)cc1	-3	5	0.0	14	-2.5	4	-1	97	7	-4
CCCCCn1c(CN2CCN(C(=O)OCC)CC2)nc2c1c(=O)[nH]c(=O)n2C	-6	.	-0.3	8	-1.6	-1	2	102	-3	5
Nc1ccccc1Sc1ccc(C(F)(F)F)cc1[N+](=O)[O-]	-5	2	-0.3	-81	16	1	-7	107	6	-5

Some of the entries so far, as comma-separated lines.
canonical_smiles,RTF Ca sens inh,Wnt bcat act,C-LANA FP,OPRM1-OPRD1 inv,MOR-DOR ag,V-ATPase pHluor,Keap1 Nrf2 FP,DSG3 Ab inh,RTF Ca sens act,Arr AP2 block
CN1C2CCC1CC(NC(=O)CSc1ccc(Cl)cc1)C2 (centres undefined),1,0,-0.3,12,-2.2,-3,6,117,0,4
CCN(CC)S(=O)(=O)c1ccc(N2CCOCC2)c(NC(=O)c2ccco2)c1,-6,-2,0.2,12,-2.4,-1,2,89,-7,26

Going on with the list.
SMILES	RTF Ca sens inh	Wnt bcat act	C-LANA FP	OPRM1-OPRD1 inv	MOR-DOR ag	V-ATPase pHluor	Keap1 Nrf2 FP	DSG3 Ab inh	RTF Ca sens act	Arr AP2 block
O=C(CN1C(=O)S/C(=C/c2ccncc2)C1=O)N1CCOCC1	3	-2	-0.2	9	-1.7	2	4	120	-1	8
Cc1ccc(CCNC(=O)C23CN(Cc4ccccc4)CC2C(c2ccc([N+](=O)[O-])cc2)=NO3)cc1 (centres undefined)	5	-2	0.4	0	0.0	-6	2	106	4	-3
CC1(C)SC2c3ccccc3C(=O)N2[C@@H]1C(=O)NCc1ccco1 (some centres undefined)	-4	.	0.1	17	-2.9	-1	-5	106	2	-3
COc1ccccc1NC(=O)CN1CCN(CC(=O)Nc2ccccc2Cl)CC1	-3	-1	2.6	8	-1.6	2	1	102	1	-16
O=C(N/N=C/c1ccc2c(c1)OCO2)c1sc2cc(Cl)ccc2c1Cl	-7	.	-0.6	-1	0.2	-1	0	101	10	19
Cc1ccc(CNC(=O)C2CC3Cn4c(nc5cc(C)c(C)cc54)C3N2C)o1 (centres undefined)	-6	-3	-0.5	9	-2.0	2	-8	108	2	3
O=C(CNC(=O)c1ccc(-c2ccccc2)cc1)OCc1ccc(Cl)cc1	-6	.	0.8	3	-0.6	4	5	111	0	-5
CSc1ncccc1C(=O)OCC(=O)N1CCCC1	1	-1	-2.1	10	-2.5	1	-7	100	-3	-9
CC1CCN(S(=O)(=O)c2ccc(NC(=O)C3CC(=O)N(c4ccccc4)C3)cc2)CC1 (centres undefined)	-7	-3	-1.5	4	-0.8	3	-5	105	-9	25
COc1ccc2c(c1OC)C(=O)OC2c1c(O)nc(SC)n(-c2ccccc2)c1=O (centres undefined)	0	.	0.6	9	-1.9	-5	0	105	3	-32
CC1CN(C(=O)COC(=O)Cc2c(Cl)cccc2Cl)CC(C)O1 (centres undefined)	-3	-3	3.1	4	-0.7	10	-4	97	1	10
CCOC(=O)c1cnc2c(cnn2C)c1Cl	-6	0	-0.8	-2	0.5	-4	-6	.	1	30
CSc1ncccc1C(=O)OCC(=O)Nc1ccc2c(c1)OCO2	2	-1	-1.3	7	-1.4	-3	-5	103	-3	26
Nc1nc(-c2ccccc2)nn1C(=O)Cc1ccccc1	-6	1	1.4	13	-2.3	-2	2	103	1	-3
Clc1ccc(C2Nc3ccccc3-n3cccc32)cc1 (centres undefined)	-11	15	1.4	-9	1.7	-4	-3	105	6	22
CC(C)CCn1c(O)c(N=NC(=O)c2ccco2)c2ccccc21	-15	-2	0.9	7	-1.4	-1	1	.	5	-8
Cc1ccccc1N(CC(=O)N/N=C/c1cc(C)n(-c2ccccc2C)c1C)S(C)(=O)=O	-8	.	2.2	-24	5.3	4	-2	98	0	-3
CC(=O)c1ccc(NC(=O)CNC2CCCCC2)cc1	-4	3	-0.6	13	-2.9	0	1	123	3	0
O=C(N[C@@H]1C/C=C\C[C@@H](CC(=O)N(CCO)Cc2ccccc2)C(=O)NCCOC1=O)OCC1c2ccccc2-c2ccccc21	6	.	-1.1	6	-1.1	2	-2	103	-7	11
O=C(NCCc1ccccc1)C1CCN(c2ncccn2)CC1	-11	3	0.1	-20	4.0	14*	-3	89*	18	-16
O=[N+]([O-])c1ccccc1CCc1cnc(Cl)s1	-10	1	-0.2	9	-2.1	2	-5	89	4	-6
Cc1[nH]c2ccccc2c1/C=N/Nc1nc(Nc2ccccc2)nc(N2CCOCC2)n1	-8	8	-0.2	-34	6.4	0	0	100	0	3
Nc1ncnc2c1ncn2CCOc1ccccc1	7	8	-0.1	12	-2.0	-3	1	.	3	18
Cc1cccc(C(=O)NCc2ccco2)c1	-3	1	0.5	12	-2.4	-3	-1	114	-5	-4
O=C(CSc1nc2cccnc2n1Cc1ccccc1)NCc1ccco1	-9	3	-0.7	4	-0.8	0	-7	96	-5	-2
CCOC(=O)C1=CN(Cc2ccc(Br)cc2)S(=O)(=O)NC1C (centres undefined)	-6	-3	-3.8	1	-0.2	-2	-9	108	-2	5
CN(C)CCCNc1ccc(S(N)(=O)=O)cc1[N+](=O)[O-]	8	-4	-2.0	10	-2.1	-3	-9	114	7	4
Cc1ccc2[nH]cc(C(=O)CN3CCN(C)CC3)c2c1	-3	.	1.6	10	-1.9	2	0	94	2	-1
CC1=C(C(N)=O)C(c2ccccn2)n2nc(SCc3ccccc3)nc2N1 (centres undefined)	2	-7	0.6	2	-0.4	0	-2	.	9	-7

As a working copy, part of the list above:
SMILES	RTF Ca sens inh	Wnt bcat act	C-LANA FP	OPRM1-OPRD1 inv	MOR-DOR ag	V-ATPase pHluor	Keap1 Nrf2 FP	DSG3 Ab inh	RTF Ca sens act	Arr AP2 block
O=C(N[C@@H]1C/C=C\C[C@@H](CC(=O)N(CCO)Cc2ccccc2)C(=O)NCCOC1=O)OCC1c2ccccc2-c2ccccc21	6	.	-1.1	6	-1.1	2	-2	103	-7	11
O=C(NCCc1ccccc1)C1CCN(c2ncccn2)CC1	-11	3	0.1	-20	4.0	14*	-3	89*	18	-16
O=[N+]([O-])c1ccccc1CCc1cnc(Cl)s1	-10	1	-0.2	9	-2.1	2	-5	89	4	-6
Cc1[nH]c2ccccc2c1/C=N/Nc1nc(Nc2ccccc2)nc(N2CCOCC2)n1	-8	8	-0.2	-34	6.4	0	0	100	0	3
Nc1ncnc2c1ncn2CCOc1ccccc1	7	8	-0.1	12	-2.0	-3	1	.	3	18
Cc1cccc(C(=O)NCc2ccco2)c1	-3	1	0.5	12	-2.4	-3	-1	114	-5	-4
O=C(CSc1nc2cccnc2n1Cc1ccccc1)NCc1ccco1	-9	3	-0.7	4	-0.8	0	-7	96	-5	-2
CCOC(=O)C1=CN(Cc2ccc(Br)cc2)S(=O)(=O)NC1C (centres undefined)	-6	-3	-3.8	1	-0.2	-2	-9	108	-2	5
CN(C)CCCNc1ccc(S(N)(=O)=O)cc1[N+](=O)[O-]	8	-4	-2.0	10	-2.1	-3	-9	114	7	4
Cc1ccc2[nH]cc(C(=O)CN3CCN(C)CC3)c2c1	-3	.	1.6	10	-1.9	2	0	94	2	-1
CC1=C(C(N)=O)C(c2ccccn2)n2nc(SCc3ccccc3)nc2N1 (centres undefined)	2	-7	0.6	2	-0.4	0	-2	.	9	-7
